Tau fluor counter: counter-screen for tau fibril formation inhibitors. tau K18 P301L Alexa594 fluorescence, heparin fibrillization. Potency, µM (top dose mostly 57.7 µM), inactives show at the top dose activity change, negative = decrease. 280,000 compounds, 0.93% hits. AID 1463; also: % is scaled to controls: 0 for no effect and ±100 for the full control effect; nearly all actives have a fitted effect of over 55% in size
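Human tau K18 P301L (15 uM unlabeled, 0.24 uM Alexa 594-labeled) in 100 mM sodium acetate pH 7 with 20 uM heparin, 6 hr at 37 C. ThT 30 uM added, 1 hr ambient; Alexa 594 FP and total fluorescence read at 555/632 nm.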
Epigenetic derep: epigenetic control regulation, reporter derepression; Potency, µM (highest dose often 53.9 µM), without a hit: at the top dose GFP activation, most hits filed as activators; 280,000 compounds, 0.2% hits; AID 1865; murine LDR cells, GFP reporter derepression, 30 h; also: % of control where 0% means no effect; nearly all actives have a fitted effect of over 60% in size
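Reporter derepression read as number of fluorescent GFP-positive objects, 20-120 um in size, counted by laser-scanning cytometer. Mouse LDR line with an epigenetically silenced CMV-GFP locus; compound incubation 30 h, 37 C.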
GAA glycogen mod: GAA glycogen-cleavage inhibition or activation; P10253; recombinant GAA, glycogen substrate, Amplex Red glucose oxidase fluorescence; Potency, µM (titrated, usually from 76.4 µM), for the others: at the top dose activity change, negative = inhibition, hits mostly inhibitors; 300,000 compounds, 0.38% hits; AID 2100;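 also: 0% = full enzyme reaction and -100% = no-enzyme basal signal; the screen sought inhibitors and activators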
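qHTS, 1536-well; enzyme 4 nM final; cpd up to 77 uM; substrate bovine liver glycogen 30 ug; 50 mM citrate/phosphate pH 5.0, 0.01% Tween-20; 37 C, 40 min; Amplex Red detection 45 min RT; Hill fit → AC50.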
Numbers without * were called inactive; u = inconclusive; & = joins results of further samples; [ ] = remark or other dose. Calls follow the shape of the dose curve; as a rule, active = well fitted curve in the direction sought with a large enough effect; inconclusive = small, poorly fitted or top-dose-only effect, or another doubt; inactive = no such curve, though single readings can be large; an effect the other way counts as inactive or inconclusive. Potency is read from the fitted curve at half-maximal effect.

SMILES | Tau fluor counter | Epigenetic derep | GAA glycogen mod
CCn1c2ccccc2c2cc(CN3CCN(Cc4ccc(Br)cc4)CC3)ccc21 | -22% | -0.8% | -13%[76.3 µM]
CCOc1cccc(Nc2nn(-c3ccc(OC(F)(F)F)cc3)nc2C(C)=O)c1 | 7% | -5.4% | 17%[76.3 µM]
COc1cccc(CNCCSc2nnnn2C)c1OCc1ccccc1F | -11% | -1.1% | 11%[76.3 µM]
COc1ccc(-c2nc3ccccc3s2)cc1NC(=O)COc1ccc(C)cc1 | -8% | -0.2% | 5%[76.3 µM]
COc1cc(NC(=O)Cn2cnc3sc(C)c(S(=O)(=O)N4CCC(C)CC4)c3c2=O)cc(OC)c1OC | -29% | 1.6% | -5%[76.3 µM]
CCOC(=O)c1ccc(Nc2nc3ccccc3nc2NS(=O)(=O)c2ccc(Cl)cc2)cc1 | -22% | -0.8% | 14%[76.3 µM]
Cc1ccc(CNC(=O)CCCCn2c(=O)c3ccccc3n(Cc3ccc(C)cc3)c2=O)cc1 | 9% | 0.7% | -6%[76.3 µM]
COc1ccc(NC(=O)Cn2c(=O)n(-c3cccc(C)c3)c(=O)c3c2c2cc(C)ccc2n3C)cc1Cl | -15% | u | -6%[76.3 µM]
COc1cccc(C(=O)Nc2ccccc2-c2nc(-c3ccc(C)cc3)no2)c1 | -4% | u | 7%[76.3 µM]
Cc1ccc(NC(=O)n2ncc3c(C)cccc32)c(C)c1 | 0% | -1.9% | 3%
CCc1cccc(NC(=O)c2cccc3c2C(=O)N(C2CCCCC2)C3)c1 | -26% | -0.8% | -12%&5%[76.3 µM]
COc1ccc(Nc2nc3c(S(=O)(=O)c4ccccc4)nnn3c3ccc(Cl)cc23)cc1 | -11% | u | -11%[76.3 µM]
O=C(c1cccc(Cl)c1)N(Cc1cccc(F)c1)C1CCS(=O)(=O)C1 (centres undefined) | -4% | -1.0% | -4%[76.3 µM]
COC(=O)c1cc2oc3ccccc3c2n1Cc1nc(-c2ccc(OC)cc2)oc1C | -15% | 2.4% | 13%[76.3 µM]
COc1ccc(-n2ccn(CC(=O)Nc3ccccc3C(F)(F)F)c(=O)c2=O)cc1OC | 18% | 1.1% | 18%[76.3 µM]
COc1ccc(Cn2c(NCC(C)C)nc3c2c(=O)n(C)c(=O)n3C)cc1 | u | 0.6% | 10%[76.3 µM]
COc1ccccc1N1CCN(c2ncccc2-c2nc(-c3ccc(Cl)cc3)no2)CC1 | -13% | -4.8% | 7%[76.3 µM]
CCN(CC)CCCNC(=O)c1nn(C)c2c1CS(=O)(=O)c1ccccc1-2 | -9% | 1.1% | 13%[76.3 µM]
Cc1ccc(C)n1-c1nnc(N2CCCC(C(=O)NCc3cccc(F)c3)C2)s1 (centres undefined) | -14% | -2.5% | 13%[76.3 µM]
Cc1cccc(NC(=O)c2c(NC(=O)C(F)(F)F)sc3c2CCCCC3)c1 | u | -0.8% | -12%[76.3 µM]
CCN(Cc1ccccc1)C(=O)CN1C(=O)COc2ccc(S(=O)(=O)N3CCOCC3)cc21 | -10% | 2.1% | -5%[76.3 µM]
COc1ccc(CNC(=O)CN(c2ccc(OC)cc2)S(=O)(=O)c2c(C)[nH]c(=O)[nH]c2=O)cc1 | -5% | -1.1% | -9%&11%[76.3 µM]
Cc1ccc(OCC(=O)Nc2nnc(S(=O)(=O)N3CCCCCC3)s2)cc1 | -16% | 2.2% | 17%[76.3 µM]
COc1ccc(C)cc1NC(=O)Cn1c(=O)oc2cc(S(=O)(=O)N3CCCCC3)ccc21 | -17% | 8.1% | 12%[76.3 µM]

By substructure, those above with a thiophene ring, fused or not.
SMILES | Tau fluor counter | Epigenetic derep | GAA glycogen mod
COc1cc(NC(=O)Cn2cnc3sc(C)c(S(=O)(=O)N4CCC(C)CC4)c3c2=O)cc(OC)c1OC | -29% | 1.6% | -5%[76.3 µM]
Cc1cccc(NC(=O)c2c(NC(=O)C(F)(F)F)sc3c2CCCCC3)c1 | u | -0.8% | -12%[76.3 µM]

(next part)
SMILES | Tau fluor counter | Epigenetic derep | GAA glycogen mod
Cc1ccc(C)c(CSc2nc(-c3ccccc3F)nc3c2Cc2c(CO)cnc(C)c2O3)c1 | -8% | 0.2% | -1%[76.3 µM]
Cc1ccc(S(=O)(=O)c2nnn3c2nc(Nc2ccc(C(C)C)cc2)c2sccc23)cc1C | u | 3.4% | 15%[76.3 µM]
COc1cc(OC)c(NC(=O)c2sc3nc4n(c(=O)c3c2C)CCCC4)cc1Cl | -12% | 0.0% | 5%[76.3 µM]
Cc1ccc(NC(=O)c2c(C(=O)Nc3ccccc3)sc3nc(C)cc(=O)n23)c(C)c1 | -27% | u | -4%[76.3 µM]
O=C(Nc1nnc(S(=O)(=O)N2CCCc3ccccc32)s1)c1ccccc1Br | -13% | 0.0% | 10%[76.3 µM]
CCN(CC)c1cc(C)c2cc(NC(=O)c3cc(OC)cc(OC)c3)ccc2n1 | u | 0.3% | 3%[76.3 µM]
CCOc1ccc(NC(=O)Cn2cc(C(=O)c3ccc(CC)cc3)c(=O)c3cc(C)ccc32)cc1 | -16% | u | -1%[76.3 µM]
CNc1c(NC(=O)c2cc(OC)cc(OC)c2)c(=O)oc2ccccc12 | 3% | -1.0% | -1%[76.3 µM]
COc1ccc(N(CC(=O)NCCc2cccc(C)c2)S(=O)(=O)c2c(C)nn(C)c2C)cc1 | -13% | 0.5% | -10%[76.3 µM]
COc1ccc(OC)c(CCNc2nc3cc(OC)c(OC)cc3c3nc(-c4cccnc4)nn23)c1 | -17% | 0.8% | -6%[76.3 µM]
Cc1ccc(-n2nc3c(=O)n(C(C)C(=O)O)nc(C)c3c2C)cc1 (centres undefined) | -4% | -2.0% | 12%[76.3 µM]
Nc1ccc2nc(-c3ccc(O)cc3)sc2c1 | u | 1.3% | -9%[76.3 µM]
Cc1cccc(NC(=O)Cn2c(=O)c3cccn3c3ccccc32)c1C | u | 0.0% | 5%[76.3 µM]
COc1ccc(-c2nnc(SCC(=O)NCCC(C)C)nc2-c2ccc(OC)c(OC)c2)cc1OC | -13% | -1.3% | -1%
CCOC(=O)C1CCCN(c2nc3c(S(=O)(=O)c4ccc(Br)cc4)nnn3c3ccsc23)C1 (centres undefined) | -19% | 2.6% | -2%[76.3 µM]
CC(=O)N1CCC2(CC1)OC(=O)C(C)=C2C(=O)Nc1cccc(Cl)c1C | 8% | -1.2% | 8%[76.3 µM]
CC(C)(C)c1ccc(S(=O)(=O)N2CCC(Oc3ccc(-n4cnnn4)cc3)CC2)cc1 | -15% | 2.4% | -7%[76.3 µM]
COc1cc2[nH]c(=O)n(CCCC(=O)NCc3ccccc3)c(=O)c2cc1OC | -23% | 4.8% | 0%[76.3 µM]
CCc1ccc(-n2c(=O)c3sc4ccccc4c3n(CC(=O)N3CCCC3)c2=O)cc1 | -11% | -2.5% | 4%[76.3 µM]
Cc1ccc(-c2noc(-c3ccccc3NC(=O)C3CC(=O)N(c4ccc(C)cc4)C3)n2)cc1 (centres undefined) | u | 8.6% | 10%[76.3 µM]
COc1ccc(C(=O)Nc2onc3c2CCCC3)cc1 | -15% | -1.9% | 15%[76.3 µM]
Cc1c(-c2ccccc2)n(-c2ccccc2O)c2nc3c(c(=O)n(C)c(=O)n3C)n12 | -20% | 12% | 1%[76.3 µM]
Fc1ccccc1C1=NC(c2ccc(C(F)(F)F)cc2)=Nc2ccccc2N1 | -13% | -0.8% | -1%[76.3 µM]
COC(=O)c1cc2occc2n1Cc1nc(-c2ccccc2)oc1C | -6% | 0.8% | 10%[76.3 µM]
O=C(c1ccc(F)cc1)n1nc(-c2ccccc2)nc1NCc1ccco1 | u | 0.8% | -10%[76.3 µM]
Cc1ccc(CNC(=O)c2ccc(Cn3c(=O)c4ccccc4n(CC(=O)Nc4ccc(C)cc4)c3=O)cc2)cc1 | -17% | 2.5% | -10%[76.3 µM]
Cc1ccc2nc(-c3ccc(NC(=O)COc4c(C)ccc(C)c4C)cc3)sc2c1 | -11% | -0.6% | -5%[76.3 µM]
CCCCCOc1c(Cl)cc(C(=O)N(Cc2ccc(C)o2)C2CCS(=O)(=O)C2)cc1Cl (centres undefined) | -14% | -1.9% | -14%[76.3 µM]
COc1ccc(-c2cc(-c3ccccc3)nc3c2COc2ccc(F)cc2-3)cc1 | -15% | -1.1% | 14%[76.3 µM]
Cc1ccc(S(=O)(=O)N(CC(O)Cn2c3ccccc3c3ccccc32)c2cccc(C(=O)NCCO)c2)cc1 (centres undefined) | u | 2.8% | -12%[76.3 µM]
Cc1cc(Br)ccc1NC(=O)c1coc(=O)c2ccccc12 | -21% | -1.1% | -8%[76.3 µM]
COc1ccc(-c2cc(C(F)(F)F)nc(SCC(=O)NCCc3ccccc3)n2)cc1 | -9% | 2.9% | -2%[76.3 µM]
CCN(CC)c1nc(-c2ccccc2Cl)c2cc(Br)ccc2n1 | -10% | -0.5% | 10%[76.3 µM]
CCOc1ccc(OCC)c(NC(=O)c2nnn(Cc3cc(Br)ccc3OC)c2N)c1 | u | 1.1% | 15%[76.3 µM]
Cn1c(=O)oc2cc(S(=O)(=O)Nc3ccc(C(=O)O)cc3)ccc21 | -7% | 1.1% | 11%[76.3 µM]
CCN(c1cc(C)cc(C)c1)S(=O)(=O)c1nnc(NC(=O)c2ccccc2C)s1 | -13% | 0.0% | -13%[76.3 µM]
COc1ccc(C2C=C(c3cccc(OC)c3)Nc3c(C(=O)Nc4ccccc4)cnn32)cc1 (centres undefined) | -14% | 0.8% | 13%[76.3 µM]
CCOc1ccc(NC(=O)c2noc3c2CSc2ccccc2-3)cc1 | 2% | -4.4% | 16%[76.3 µM]
COc1ccccc1C(=O)Nc1c(C(=O)Nc2ccccc2F)oc2ccccc12 | u | -7.3% | -12%[76.3 µM]
Cc1ccc(Cl)cc1N1CCN(C(=O)C2CCN(S(=O)(=O)c3cccc4nonc34)CC2)CC1 | -25% | -0.9% | -1%[76.3 µM]
Cc1ccc(Cn2ccn(Cc3ccccc3C)c(=O)c2=O)cc1 | -9% | 1.4% | -12%[76.3 µM]
Cn1nc(C(=O)Nc2ccccc2C#N)c2c1-c1ccccc1SC2 | -15% | -0.5% | -7%[76.3 µM]
CCN1C(C(=O)c2ccccc2)=C(NC(=O)c2ccc(Cl)cc2)c2ccccc2S1(=O)=O | -16% | 1.3% | 19%[76.3 µM]
CCc1ccc(-c2nc(CSCC(=O)NCc3ccccc3OC)c(C)o2)cc1 | 0% | -1.1% | -5%[76.3 µM]
COc1ccc(C(=O)c2oc3ccccc3c2NC(=O)c2cccc(OC)c2)cc1 | -25% | -2.7% | 15%[76.3 µM]
CC(C)(C)C(=O)Nc1ccc(-c2nc3ccccc3s2)cc1 | -5% | -0.8% | 10%[76.3 µM]
Cc1cccc(N2CCN(C(=O)Cn3cnc4sc(C)c(S(=O)(=O)N5CCN(c6ncccn6)CC5)c4c3=O)CC2C)c1 (centres undefined) | u | -0.7% | -12%[76.3 µM]
CCOC(=O)c1cccc(NC(=O)CCc2c(C)nc3cc(-c4ccc(Cl)cc4)nn3c2C)c1 | -20% | -1.1% | 5%[76.3 µM]
CCOC(=O)c1c(NC(=O)CSc2nc(-c3ccccc3)cc(C(F)(F)F)n2)sc(C)c1C | u | -0.1% | 4%[76.3 µM]
CC(=O)Nc1nonc1-c1nnc(SCC(=O)Nc2cccc(C)c2C)n1-c1ccccc1 | -11% | 2.4% | -5%[76.3 µM]
COc1cccc(NC(=O)CSc2nnc(COc3ccc(Cl)cc3)o2)c1 | -25% | -6.1% | -6%[76.3 µM]
CCn1c(COc2ccc(Cl)cc2Cl)nc2ccccc21 | -5% | -0.8% | 10%[76.3 µM]
Cc1ccccc1-c1noc(CSc2nnc(Cc3ccccc3)n2-c2ccc(F)cc2)n1 | -23% | -1.0% | -1%[76.3 µM]
O=C(c1cc2ccccc2oc1=O)N1CCN(c2ccc(Cl)cc2)CC1 | -27% | 0.0% | 16%[76.3 µM]
CCCCOc1ccc(C(=O)Nc2cccc(-c3nc4ccccc4o3)c2C)cc1 | 10% | 3.2% | 10%[76.3 µM]
COc1ccc(CCNC(=O)CS(=O)(=O)Cc2nc(-c3cccc(Cl)c3)oc2C)cc1OC | -14% | -1.5% | 3%[76.3 µM]
Cc1ccc(C)c(N2CCN(S(=O)(=O)c3ccc4c(c3)n(C)c(=O)c(=O)n4C)CC2)c1 | 11% | -1.3% | 16%[76.3 µM]

5 compounds from above, sorted by the value under Epigenetic derep, descending.
smiles,Epigenetic derep
CCCCOc1ccc(C(=O)Nc2cccc(-c3nc4ccccc4o3)c2C)cc1,3.2%
O=C(c1cc2ccccc2oc1=O)N1CCN(c2ccc(Cl)cc2)CC1,0.0%
CCOC(=O)c1c(NC(=O)CSc2nc(-c3ccccc3)cc(C(F)(F)F)n2)sc(C)c1C,-0.1%
CCn1c(COc2ccc(Cl)cc2Cl)nc2ccccc21,-0.8%
COc1ccc(CCNC(=O)CS(=O)(=O)Cc2nc(-c3cccc(Cl)c3)oc2C)cc1OC,-1.5%

Not all compounds are listed. The share of hits here may be higher or lower than overall.
